Dynein cargo inh – inhibitors of GR-EGFP nuclear translocation, primary screen, dynein cargo transport inhibitor project, imaging, high-content, 3617.4 mouse cells | z-score, hits read low | 0.47% of 220,000 active | test concentration mostly 20 µM; stimulated with dexamethasone, 1 µM; stronger effect = lower value;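 active = plate z-score of nuclear minus cytoplasmic receptor signal below a set negative limit, without overly bright fluorescence or cell loss, cut at about -3.5 in these data, passing the limit was not always enough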;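 note: z-score of nuclear minus cytoplasmic ring GR-EGFP intensity difference per well; some compounds called inactive have numbers as strong as hits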
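Buffer or medium: tet-free, stripped-serum medium; Also added: dexamethasone, 1.0 µM final; Technique: high-content fluorescence imaging after fixation; Times: 48 h induction, 1 h compound, 30 min dex at 37 °C; Read-out: per-cell GR-EGFP intensity, nucleus versus surrounding cytoplasmic ring, well-averaged.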
Insulin prom up – insulin promoter activators in MIN6 cells, imaging, high-content screening, mouse beta cells; 0.3% of 190,000 active; z-score at 5 µM; MIN6 insulin promoter-GFP reporter; stronger effect = higher value; AID 1625, 2009;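 active = z-score above 3 at 5 µM with at least 500 cells counted in the well; inconclusive = wells under 500 cells, flagged as cytotoxic or low count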
Autophagy HCS – autophagy modulators in MEF cells, primary screen, imaging, high-content, MEF GFP-LC3; calls only at 10 µM (by protocol); MEF GFP-LC3 puncta imaging; test concentration mostly 10 µM; 0.98% of 190,000 active;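 active = percentage of spot-positive cells more than 3 SD above its plate mean, without a fluorescence outlier flag or 80% toxicity; inconclusive = no clear call, values can overlap the other calls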;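 note: spot-positive cell cutoff set from DMSO-treated cells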
M17LAP inhibition – P. falciparum M17LAP inhibitors, primary screen, biochemical, fluorogenic H-Leu-NHMec substrate, 1536-well (AID 1619). inhibition, % at 30 µM; hits with a dose series show IC50 in µM. 0.38% of 220,000 active. Leucine aminopeptidase (Plasmodium falciparum (isolate 3D7)). recombinant M17LAP, H-Leu-NHMec fluorogenic kinetic assay; higher % means a stronger effect;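 active = compound inhibiting the enzyme by more than half at any dose during confirmatory dose-response retesting; inconclusive = strong single-dose inhibitors picked by rank but not retested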;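 note: plate controls were full reaction with DMSO carrier for no effect and no enzyme background for full effect; strong numbers were not always called active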
CSM14.1 death rescue – rescue of cells from ER stress-induced death, primary screen, 384-well, CSM14.1, thapsigargin, ATP luminescence (AID 1222); CSM14.1 thapsigargin-induced death rescue, ATP luminescence; higher % means a stronger effect; 190,000 tested, under 10 active; cellular ATP content (survival), % at 20 µM, or EC50 in µM where a hit was titrated;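 active = EC50 below 50 µM in the dose-response confirmation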;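 note: death triggered by thapsigargin at about 15 µM added after 2 h compound pretreatment; cell ATP read after overnight thapsigargin exposure of roughly 18 to 22 hours; normalized against plate controls of thapsigargin alone and 5% DMSO vehicle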
M1AAP inhibition – P. falciparum M1AAP inhibitors, biochemical, fluorogenic H-Leu-NHMec substrate, 1536-well (AID 1445); Aminopeptidase N (Plasmodium falciparum (isolate 3D7)); recombinant M1AAP, H-Leu-NHMec fluorogenic kinetic assay; higher % means a stronger effect; one-dose inhibition, % at 30 µM; IC50 in µM for titrated hits; 0.42% of 220,000 active;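 active = primary inhibition above the hit cutoff, then over 50% inhibition at one or more dose response concentrations, cut at about 23% in these data, passing the limit was not always enough; inconclusive = conflicting primary data, or primary hits not chosen for dose response; inactive = low primary inhibition, or under 50% at every dose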;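 note: plate controls were DMSO full reaction for no effect and no enzyme background for full effect; strong numbers were not always called active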
Hep lipid drop – inhibitors of hepatocyte lipid droplet formation, primary screen, imaging, high-throughput imaging, BODIPY stain | AML12 mouse hepatocytes, oleate lipid droplets | inhibition, % at 6.5 µM | 0.4% of 240,000 active;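 active = lipid droplet intensity inhibited by at least 50%, with more than 500 cells counted; inconclusive = wells with under 300 cells, treated as cytotoxic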
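Material – mouse AML12 hepatocyte cell line, fixed after treatment · Compound dosing – one dose, 6.5 µM compound · Times – compound with oleate, overnight · Measured by – Image-based BODIPY and DAPI two-channel analysis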
Yfh1-off respiration – enhancers of respiration in Yfh1-depleted yeast, dose response, Friedreich's ataxia, plus single-dose screen (AID 1465). S. cerevisiae Yfh1-off respiration, WST-1 reduction, 72 h; higher fold induction means a stronger effect. fold induction at 50 µM, or EC50 in µM where a hit was titrated. 0.074% of 220,000 active;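 active = fold induction of absorbance versus untreated yeast above a set limit, then at least 30% activation at any dose in follow-up; inconclusive = repeats straddling the limit, or above it without dose testing; inactive = fold induction below the set limit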;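 note: activators that raise dye reduction in frataxin-depleted yeast; strong numbers were not always called active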
MT stabilizer – microtubule stabilizers in HeLa cells, primary screen, imaging, high-content imaging; 0.83% of 200,000 active; HeLa tubulin immunostaining HCS, 24 h; share of cells brighter than vehicle mean+2SD; % tubulin-high responders, % at 10 µM;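 active = plate Z-score above 3 for both tubulin-high and condensed-nucleus cell shares, with cell loss under 80%, at 10 µM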;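 note: anti alpha tubulin signal scored within the nucleus-defined area of each cell; some results filed as inactive read as strong as hits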
Dynein cargo inh cytoplasmic EGFP – second read-out of Dynein cargo inh, no call of its own (marks repeat the call); z-score; measured here: cytoplasmic GR-EGFP intensity; stronger effect = higher value
Dynein cargo inh nuclear GR-EGFP – second read-out of Dynein cargo inh, no call of its own (marks repeat the call); z-score; measured here: nuclear GR-EGFP intensity;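 lower value marks the stronger effect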
Dynein cargo inh cell count – recorded beside Dynein cargo inh, whose call it bears; z-score; measured here: cell count per field
Insulin prom up cell count – recorded beside Insulin prom up, whose call it bears; cell count; measured here: cytotoxicity, nuclei count;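 total cells summed across four imaged fields per well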
Hep lipid drop cells 6.5 µM – further read-out of Hep lipid drop, marked with its call; cell count; measured here: cell count, cytotoxicity flag;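 cells counted across two imaged fields per well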
MT stabilizer Hoechst-high % – further read-out of MT stabilizer, marked with its call; % Hoechst-high responders; measured here: nuclear condensation Hoechst responders;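 share of cells brighter than vehicle mean plus two SD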
MT stabilizer cytotoxicity % – recorded beside MT stabilizer, whose call it bears; toxicity, %; measured here: cytotoxicity by cell density;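 0% = mean cell density of plate MIN control wells and 100% = no cells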
Autophagy HCS cell loss 18 h – also measured in Autophagy HCS; calls as there; toxicity, %; measured here: cell loss, nuclei count;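 cell loss after 18 h compound exposure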
* marks the source's active call; other numbers are inactive results; i = inactive; ? = inconclusive; · = no result given. Hits appear at their usual frequency (roughly 3.5% active in at least one column).

SMILES	Dynein cargo inh	Dynein cargo inh cytoplasmic EGFP	Dynein cargo inh nuclear GR-EGFP	Dynein cargo inh cell count	Insulin prom up	Insulin prom up cell count	Autophagy HCS	Autophagy HCS cell loss 18 h	M17LAP inhibition	CSM14.1 death rescue	M1AAP inhibition	Hep lipid drop	Hep lipid drop cells 6.5 µM	Yfh1-off respiration	MT stabilizer	MT stabilizer Hoechst-high %	MT stabilizer cytotoxicity %
O=[N+]([O-])c1ccc(NC(=S)N2CCOCC2)cc1	0.31	-0.3	-0.21	-0.31	-0.1	1152	i	7	23%	-1.1%	12%	20	713	i	2.3	2.5	4.3
COc1ccc(CCNC(=O)COc2nncc3ccccc23)cc1	-0.43	-0.31	0.057	1.1	0.14	1370	i	-1	-2%	0.7%	0%	-13	660	i	3.9	2.4	9.0
CN1C(=O)c2ccc(C(=O)NC3CCCCC3)cc2C1=O	-0.16	-0.25	0.21	-0.23	1.5	1219	i	-3	2%	-2.7%	8%	-1	757	i	3.3	1.8	32
CC(=O)N(c1ccccc1C)S(=O)(=O)c1ccc(Cl)cc1	0.73	-0.32	0.63	0.5	-0.73	1280	i	20	1%	-1.1%	4%	-9	669	i	5.1	2.1	9.4
CCOC(=O)C1CCCN(C(=S)Nc2ccc(Nc3ccccc3)cc2)C1 (centres undefined)	2.1	-0.24	1	-1.2	-0.31	1504	i	35	2%	-1.8%	2%	8	684	i	2.9	0.7	5.6
CCOc1nc(N(C)C)nc(-n2nnc(C(C)=O)c2C)n1	-0.014	-0.26	0.34	0.23	0.08	1626	i	28	4%	2.0%	6%	·	·	i	4.4	2.1	1.1
CCCc1cc(=O)oc2cc(OCC(=O)NCc3cccs3)ccc12	0.73	-0.2	0.72	-1	-0.68	1329	i	-1	5%	-0.6%	-3%	4	740	i	1.7	1.4	1.0
CCOC(=O)COc1ccccc1C1Nc2ccccc2C(=O)N1c1cccc(Cl)c1 (centres undefined)	0.51	-0.24	0.85	0.61	·	·	i	14	4%	2.2%	10%	·	·	i	3.5	0.8	10
COc1ccc(NC(=O)CN(C)C(=O)c2ccc(C)s2)cc1	-0.63	-0.22	-1.1	0.1	-0.72	1539	i	1	28%	-0.6%	10%	·	·	i	2.6	1.9	5.0
COc1ccc(C(=O)/C=C\N2CCOCC2)cc1	-1.1	-0.19	-0.53	1.8	0.59	1054	i	17	26%	-4.2%	11%	-1	793	i	1.4	1.1	3.0
Cc1[nH]c(-c2ccco2)nc1C(=O)O	0.3	-0.23	0.46	0.64	·	·	i	0	-3%	1.3%	1%	·	·	i	3.8	1.0	13
O=C(O)C1CC(=O)N(Cc2ccccc2)C1 (centres undefined)	-0.86	-0.063	-0.68	0.32	0.1	1355	i	3	-13%	·	1%	-4	641	i	2.2	1.2	34
CCN(CC)c1ccc(C=Nc2ccc(C#N)cc2)c(O)c1	0.8	-0.25	0.97	-0.29	·	·	i	11	11%	2.2%	11%	·	·	i	4.4	2.1	4.5
O=C(Nc1ccc2oc(-c3ccc(F)cc3)nc2c1)c1ccccc1F	-0.27	-0.13	-0.089	0.29	0.01	1043	i	33	-2%	-0.1%	-5%	·	·	i	1.4	1.9	14
COC(=O)C(C)N(C(=O)c1ccc(Cl)cc1)c1c(C)cccc1C (centres undefined)	-0.18	-0.18	0.23	-0.099	-0.15	1033	i	16	3%	0.4%	-4%	2	767	i	2.0	1.3	3.9
O=C1CC[C@@H](CN(Cc2ccccn2)Cc2nc(Cc3ccccc3)no2)N1	0.0096	-0.26	0.19	-0.72	-0.12	1306	i	-1	10%	2.2%	8%	-4	683	i	3.5	1.5	8.4
Cc1cccc(NC(=O)c2ccc(NCCO)c([N+](=O)[O-])c2)n1	-0.56	-0.8	-0.52	0.042	0.16	946	·	·	·	·	·	1	616	i	·	·	·
O=C(O)/C=C/C(=O)NNC(=O)c1ccccc1Br	-0.25	-0.18	-0.21	0.11	0.09	1670	i	-1	3%	-1.9%	-2%	·	·	i	1.2	1.6	7.3
COCC(=O)Nc1nc(-c2ccccc2)ns1	0.47	-0.22	0.25	0.11	-0.08	1111	i	0	-6%	0.7%	1%	4	777	i	2.8	2.0	6.8
O=C(CSc1nnc(-c2n[nH]c3ccccc23)n1-c1ccccc1)Nc1cccc(Cl)c1	-0.81	-0.31	-0.62	0.78	-0.23	1340	i	8	-8%	-7.3%	2%	15	661	i	5.2	2.4	8.4
CCN(CC)S(=O)(=O)c1ccc(/C(O)=C(\C#N)c2nc3ccccc3n2C)cc1	-0.87	-0.28	-0.32	0.11	-0.33	1105	i	7	-7%	0.6%	-4%	·	·	i	3.0	2.5	6.8
CC1CCCC/C1=N\NC(=S)Nc1ccccc1 (centres undefined)	-0.55	-0.29	0.038	0.53	-0.42	1192	i	32	2%	-1.0%	-2%	-1	629	i	4.2	3.2	7.8
Cc1ccc(CSC2=NCCN2C(=O)C2CC2)cc1	-1.2	-0.22	-0.32	0.77	-0.34	1283	i	-2	-8%	·	1%	6	729	i	3.3	1.3	9.4
COc1ccc(Cn2c(=O)sc3ccccc3c2=O)cc1	-0.21	-0.089	-0.62	-0.69	-0.28	1315	i	-4	-5%	-1.0%	-2%	2	705	i	2.2	3.7	8.2
COc1ccc(Cl)cc1S(=O)(=O)n1ccnc1C(C)C	0.23	-0.24	0.32	-0.051	-0.08	912	i	-2	-16%	1.7%	1%	·	·	i	2.6	3.4	2.4
O=c1cc(-c2ccc(F)cc2)[nH][nH]1	0.15	-0.3	-0.11	-0.41	0.33	1188	i	14	1.1µM*	-3.7%	7%	6	734	?	5.8	1.9	9.4
COC(=O)c1cc(Br)c(=O)n(CCC2=CCCCC2)c1	-1.1	-0.2	-0.57	0.46	-0.46	1478	i	-15	-36%	-1.7%	-4%	6	753	i	3.8	2.1	9.9
CCOC(=O)c1cnc(-n2nc(C)cc2C)nc1NC1CCCCC1	-0.15	-0.3	0.19	-0.047	?	·	i	-3	6%	-1.2%	6%	·	·	i	3.5	1.4	15
Cc1ccc(S(=O)(=O)C2CCCCC2=O)cc1 (centres undefined)	-0.16	-0.29	-0.32	0.072	-0.07	1103	i	-7	0%	-0.9%	-1%	-2	710	i	3.5	2.4	7.8
Nc1nc(NC(=O)c2ccccc2Cl)nn1-c1ccccc1	1.6	-0.22	0.79	-1.3	·	·	·	·	-4%	·	-1%	-4	681	i	·	·	·
COc1ccc(CNC(=O)CSc2ccsc2[N+](=O)[O-])cc1	-1.1	-0.17	-0.71	0.81	-0.2	1607	i	18	-4%	-0.5%	-4%	3	684	i	1.5	2.3	5.5
Cc1ccc(Nc2nnc(SCC(=O)c3cc4ccccc4o3)s2)cc1C	-0.29	-0.29	-0.31	0.28	-0.04	1360	i	-20	20µM*	-7.4%	6%	8	626	i	2.0	0.7	4.2
Cc1nnc(SCC(=O)N2CCCCC2)n1CC1CCCO1 (centres undefined)	-0.97	-0.23	-0.42	2.3	0.21	1309	i	7	9%	5.1%	-3%	2	758	i	1.6	1.5	6.3
CN(C)c1ccc(CNCCC(Cc2ccccc2)c2ccco2)cc1 (centres undefined)	-0.52	-0.76	-0.59	-0.27	-0.63	817	·	·	7%	·	7%	-1	627	i	·	·	·
C/C(N)=C(/C#N)C(=O)COC(=O)COc1ccc(Cl)cc1C	-1	-0.14	0.16	1.2	·	·	i	-14	1%	-1.0%	0%	9	789	i	2.3	1.8	7.7
Fc1ccc(Nc2cccc3nccnc23)cc1	-0.46	-0.23	-0.16	0.017	-0.42	1370	i	5	2%	-1.5%	2%	16	701	i	4.3	1.5	1.9
O=C(COC(=O)c1ccccc1NC(=O)c1ccco1)NCc1ccc2c(c1)OCO2	-0.51	-0.2	-0.25	0.53	-0.32	1399	i	0	-5%	0.3%	-3%	·	·	i	2.0	1.3	7.2

Random excerpt: 3 entries already listed.
SMILES	Dynein cargo inh	Dynein cargo inh cytoplasmic EGFP	Dynein cargo inh nuclear GR-EGFP	Dynein cargo inh cell count	Insulin prom up	Insulin prom up cell count	Autophagy HCS	Autophagy HCS cell loss 18 h	M17LAP inhibition	CSM14.1 death rescue	M1AAP inhibition	Hep lipid drop	Hep lipid drop cells 6.5 µM	Yfh1-off respiration	MT stabilizer	MT stabilizer Hoechst-high %	MT stabilizer cytotoxicity %
O=c1cc(-c2ccc(F)cc2)[nH][nH]1	0.15	-0.3	-0.11	-0.41	0.33	1188	i	14	1.1µM*	-3.7%	7%	6	734	?	5.8	1.9	9.4
CN1C(=O)c2ccc(C(=O)NC3CCCCC3)cc2C1=O	-0.16	-0.25	0.21	-0.23	1.5	1219	i	-3	2%	-2.7%	8%	-1	757	i	3.3	1.8	32
CN(C)c1ccc(CNCCC(Cc2ccccc2)c2ccco2)cc1 (centres undefined)	-0.52	-0.76	-0.59	-0.27	-0.63	817	·	·	7%	·	7%	-1	627	i	·	·	·
